Rtt109 HAT inh – inhibitors of C. albicans Rtt109/Vps75 HAT, primary screen, biochemical, ThioGlo CoA-SH fluorescence, plate reader | Histone acetyltransferase RTT109 (Candida albicans (strain SC5314 / ATCC MYA-2876)), … | purified Rtt109/Vps75, 4 h | inhibition, % at 34.9 µM | 0.16% of 330,000 active;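 active means inhibition of at least 50% in every replicate; inconclusive means best replicate reaches 50% inhibition but some replicates fall short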
CDK5 inh – inhibitors of human CDK5/p35 kinase, primary screen, biochemical, single concentration | Cyclin-dependent kinase 5 (Homo sapiens) + Cyclin-dependent kinase 5 activator 1 (Homo … | Recombinant CDK5/p35, ADP-Glo luminescence, 60 min | inhibition, % at 10 µM | 0.01% of 330,000 active | AID 488839, 2010;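 active means highest replicate inhibition of at least 50% and at least 75% of replicates reaching 50%; inconclusive means only one of the two criteria met; inactive means both criteria failed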;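 further: plate controls were DMSO neutral control for no effect and GW8510 at 10 µM for full effect; many of its hits are not listed in these tables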
Target sequence (Q00535 whole entry, looked up): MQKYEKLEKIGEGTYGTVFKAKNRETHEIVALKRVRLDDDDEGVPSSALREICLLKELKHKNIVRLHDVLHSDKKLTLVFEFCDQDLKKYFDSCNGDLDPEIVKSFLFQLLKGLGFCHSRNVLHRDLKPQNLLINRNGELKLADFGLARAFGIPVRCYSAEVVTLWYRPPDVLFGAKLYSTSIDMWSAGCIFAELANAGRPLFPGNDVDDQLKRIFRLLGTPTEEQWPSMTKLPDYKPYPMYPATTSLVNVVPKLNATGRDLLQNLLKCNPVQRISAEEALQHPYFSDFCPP
Target sequence (Q15078 whole entry, looked up): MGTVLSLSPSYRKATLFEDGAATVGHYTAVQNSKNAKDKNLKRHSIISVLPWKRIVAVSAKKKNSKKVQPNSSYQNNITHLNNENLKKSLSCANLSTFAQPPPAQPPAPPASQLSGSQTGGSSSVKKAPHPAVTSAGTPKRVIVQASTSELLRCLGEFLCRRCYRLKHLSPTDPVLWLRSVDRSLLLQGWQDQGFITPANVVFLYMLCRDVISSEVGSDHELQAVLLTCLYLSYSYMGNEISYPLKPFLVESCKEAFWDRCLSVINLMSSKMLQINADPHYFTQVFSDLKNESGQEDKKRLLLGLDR
V-ATPase pHluor – regulators of yeast V-ATPase proton pumping, primary screen, pHLuorin cytosolic pH fluorescence. S. cerevisiae. response, % at 10 µM. 0.37% of 350,000 active; in the data active means response mostly above about 7.3%, no sharp cut-off; inactive means mostly below about 5.4%; further: actives read high; inactives centre near 0; some compounds called inactive have numbers as strong as hits
Wnt bcat act – Wnt/beta-catenin pathway activators, primary screen, cell-based, plate reader, single point | Wnt/beta-catenin reporter cell assay, activator | activation, % at 9.35 µM | 1.2% of 300,000 active; in the data active means activation above about 30%, passing the limit was not always enough; inconclusive means no clear call, values can overlap the other calls;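 further: 0% = neutral control wells and 100% = positive control wells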
cardiac RTF act – cardiac RTF calcium sensitivity activators, primary screen, biochemical, IANBD-TnC fluorescence, EC20 calcium | Troponin I, cardiac muscle (Homo sapiens) + Troponin T, cardiac muscle (Homo sapiens) + … | IANBD-labeled TnC RTF fluorescence at EC20 calcium; 0% EC20 calcium, 100% full calcium | activation, % at 7.2 µM | 0.24% of 340,000 active | AID 493008, 2010;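 active means activation above the mean over all tested compounds plus 3 SD, cut at about 30% in these data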;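 further: rise in fluorescence read as greater calcium sensitivity of cardiac thin filaments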
dFosB activator – activators of delta FosB homodimer, primary screen, biochemical, fluorescence polarization, TAMRA-CDK5 oligo, single point; 0.99% of 340,000 active; Protein FosB (Mus musculus), P13346; activation, % at 25 µM; purified delta FosB; percent of positive-control signal above neutral wells;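 active means mean activation above about 17%, with every replicate also reaching it, limit read from the data, passing the limit was not always enough; inconclusive means only one of the two conditions met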;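 further: fluorescence polarization rise as delta FosB binds a TAMRA Cdk5 AP-1 oligo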
Target sequence (P13346 whole entry, looked up): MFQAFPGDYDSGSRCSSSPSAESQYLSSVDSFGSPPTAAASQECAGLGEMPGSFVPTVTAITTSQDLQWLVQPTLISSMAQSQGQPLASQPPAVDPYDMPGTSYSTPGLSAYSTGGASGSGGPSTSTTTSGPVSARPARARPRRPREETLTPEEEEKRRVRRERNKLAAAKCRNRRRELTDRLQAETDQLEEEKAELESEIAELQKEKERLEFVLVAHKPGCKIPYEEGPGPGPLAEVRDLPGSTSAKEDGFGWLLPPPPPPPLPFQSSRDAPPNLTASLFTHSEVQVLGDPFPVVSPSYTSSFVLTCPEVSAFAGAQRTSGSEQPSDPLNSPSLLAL
Tat export inh – E. coli Tat export inhibitors, primary screen, MC4100, TorA-mCherry reporter, fluorescence, single point | inhibition, % at 10 µM | 0.036% of 340,000 active | AID 488895, 2010;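 active means mean replicate inhibition at least 50% and at least half of replicates individually reaching 50%; inconclusive means only one of the two criteria met; inactive means neither criterion met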;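 further: exported cargo escapes ClpAP degradation while cytoplasmic cargo is degraded and loses fluorescence; 0% = median of neutral control wells and 100% = median of NaSCN control wells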
MITF TRPM1 HTS – activators of MITF-driven TRPM1 promoter reporter, primary screen, cell-based, SK-MEL-5, luciferase, single point; activation, % at 12.5 µM; SK-MEL-5 TRPM1-promoter luciferase, 24 h; % of positive control, neutral wells = 0; 0.75% of 300,000 active;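 active means mean activation of at least 80% with every replicate also reaching 80%; inconclusive means mean reaches 80% but some replicate falls short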;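 further: 0% = neutral control wells and 100% = parthenolide positive control wells; values of inactives mirror those of a sister screen read the other way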
CAL PDZ FP-1 – CAL PDZ peptide-binding inhibitors, primary screen, biochemical, fluorescence polarization, Cer-tagged CAL PDZ, HTS | Golgi-associated PDZ and coiled-coil motif-containing protein (Homo sapiens), Q9HD26 | purified CAL PDZ, TMR-peptide fluorescence polarization, 1 h | inhibition, % at 20 µM | 0.02% of 330,000 active | AID 504414, 2011;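 active means highest replicate inhibition of at least 40%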;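 further: plate controls were DMSO neutral control wells for no effect and unlabeled competitor peptide control wells for full effect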
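material = purified tagged CAL PDZ domain construct (CerCALP) | buffer or medium = sodium phosphate/NaCl buffer pH 7.4 with TCEP, IgG, Thesit | reagent = TMR-labelled reporter peptide T*-PRC34 bound in PDZ groove | incubation = 1 h room-temperature incubation prior to read | measured by = fluorescence polarization (mP) | evaluation = percent inhibition from loss of millipolarization | control set = unlabelled peptide and DMSO controls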
CAL PDZ FP-2 – untagged CAL PDZ binding inhibitors, primary screen, biochemical, fluorescence polarization, HTS | Golgi-associated PDZ and coiled-coil motif-containing protein (Homo sapiens), Q9HD26 | purified CAL PDZ, TMR-peptide fluorescence polarization, 1 h | inhibition, % at 24.9 µM | 0.92% of 300,000 active | AID 602252, 2012;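 active means mean inhibition of at least 30% with at least half of replicates also reaching 30%; inconclusive means no clear call, values can overlap the other calls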;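 further: 0% = DMSO neutral control and 100% = excess unlabeled competitor peptide PRC23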
* = called active by the depositor; ? = inconclusive; / = no result given.

SMILES	Rtt109 HAT inh	CDK5 inh	V-ATPase pHluor	Wnt bcat act	cardiac RTF act	dFosB activator	Tat export inh	MITF TRPM1 HTS	CAL PDZ FP-1	CAL PDZ FP-2
Cc1cccc(NC(=O)CCC(=O)OCc2ccc(Br)cc2)c1	-7	-1.0	-1	0	6	1	-6	1	-1.7	-3
CN(C)C(=O)c1cc(C(=O)c2ccccc2C(F)(F)F)c[nH]1	4	-0.5	0	1	-1	3	-3	-10	-0.2	-4
Cc1cc(C)c2oc(=O)cc(CN3CCCCC3)c2c1	-2	0.4	-2	-1	-7	-1	3	10	0.5	1
Cc1cc(C)c(NC(=O)CNC(=O)COC(=O)/C=C/c2cccs2)c(C)c1	-5	0.7	4	-2	-7	7	2	1	0.1	2
O=C(CN1CCN(C(=O)C2CCCO2)CC1)Nc1ccc(Cl)c(Cl)c1 (stereo unspecified)	-7	-0.8	1	-1	2	-14	12	9	-0.9	/
CSC1=C(C#N)C(c2ccncc2)C(C(=O)Nc2ccccc2)=C(C)N1 (stereo unspecified)	4	-1.3	3	0	2	-6	-9	-12	0.4	0
Cc1csc(N/N=C/c2ccccn2)n1	-3	-6.3	-2	4	-1	5	-2	-46	-0.8	14
O=C(Cn1nc(C(F)F)cc1C(F)F)NNC(=S)Nc1ccc([N+](=O)[O-])cc1	-2	0.5	-3	-6	-5	0	-8	-14	0.7	-2
Cc1cc2cc(CN(Cc3ccc4c(c3)OCO4)C(=O)c3cnccn3)c3nnnn3c2cc1C	6	0.3	1	-3	2	-11	5	/	-3.7	-2
CCCN1CCC(NC(=O)Nc2ccc([N+](=O)[O-])cc2)CC1	3	0.6	1	0	-1	-5	1	6	-0.9	-1
NC(=S)Nc1cc(Cl)ccc1Cl	8	0.4	3	-2	/	-6	-2	/	0.3	-1
O=C(Nc1c(Br)cc2c(c1Br)Cc1cc([N+](=O)[O-])ccc1-2)C(Cl)Cl	-4	-1.6	1	-8	2	7	4	-17	0.2	-8
COc1ccccc1NC(=O)Cc1csc(NC(=O)c2ccccc2)n1	-8	-0.3	-5	-1	-4	-7	-4	-18	-0.9	1
C/C(=N\O)C(C)(C)Nc1ccccc1F	-7	0.0	0	0	2	0	1	/	0.3	1
O=C1C2CCCCC2C(=O)N1c1ccc(NC2CCCCC2)c([N+](=O)[O-])c1 (stereo unspecified)	-3	0.9	3	/	1	-6	2	-7	-2.7	1
CCN(CC(=O)Nc1cc(Cl)ccc1C)C(=O)CCc1nc2ccccc2c(=O)[nH]1	9	-0.4	6	-2	-2	-14	-4	11	0.8	-4
O=C(Cn1ccc2ccccc2c1=O)NCCC(=O)Nc1cccc(Cl)c1	-3	-2.5	-6	/	5	-4	-24	-1	-2.5	-5
Cc1c(C(=O)O)sc(S(=O)(=O)N2CCN(C(=O)CC(C)c3ccccc3)CC2)c1C(=O)O (stereo unspecified)	4	0.4	1	-4	-1	-10	-9	-11	-0.4	0
CCOC(=O)c1cc2[nH]c3ccccc3c2[n+](-c2ccc([N+](=O)[O-])cc2)c1C	4	-1.7	1	/	0	3	-8	6	0.4	-3
COc1ccc(CN2CCn3ncc(C(=O)Nc4ccccc4)c3C2=O)cc1	4	-2.4	2	/	2	9	2	5	0.7	1
Fc1ccccc1/C=N/Nc1ncnc2ccccc12	11	2.9	-1	20	-3	-10	7	16	-0.3	3
CCCCn1c(=N)n(CC(O)COc2ccc(C)cc2)c2ccccc21 (stereo unspecified)	4	-0.1	-1	/	4	-7	10	/	-1.8	-9
c1ccc2c(CSc3nnc(-c4ccncc4)o3)cccc2c1	-3	0.1	2	0	-4	-13	7	8	-1.7	/
CCCCCOC(=O)C(C)c1c(C)[nH]c(=S)[nH]c1=O (stereo unspecified)	-1	-0.4	3	/	3	-1	0	0	-0.7	-4
O=C(NCCN1C(=O)S/C(=C\c2ccc(F)cc2)C1=O)c1cccc(S(=O)(=O)N2CCOCC2)c1	4	-0.9	0	?	10	-11	9	34	-0.7	-6

Further entries follow.
SMILES	Rtt109 HAT inh	CDK5 inh	V-ATPase pHluor	Wnt bcat act	cardiac RTF act	dFosB activator	Tat export inh	MITF TRPM1 HTS	CAL PDZ FP-1	CAL PDZ FP-2
COc1ccc(OC)c(NC(=O)CSc2ccc3nnc(-c4ccccn4)n3n2)c1	-4	-1.8	2	-1	-2	-5	-4	-22	-0.2	/
O=c1c(F)cn(C2CCCO2)c(=O)n1Cc1ccccc1Cl (stereo unspecified)	27	1.1	5	-1	2	-6	-8	-2	-2.2	/
CSCCCN1CCC(n2nccc2NC(=O)CCCc2ccccc2)CC1	5	-3.0	0	-1	11	-4	3	6	-2.5	-4
O=C(/C=C/c1ccc(S(=O)(=O)N2CCOCC2)cc1)NC(=S)NCCCn1ccnc1	-6	-1.1	-1	32*	0	-6	-6	-20	-1.6	1
Cn1c(=S)[nH]c2c(c1=O)C(C)(C)Cc1ccccc1-2	-7	-0.8	1	-2	5	4	-9	-1	0.0	0
Cc1cccc(C)c1OCC(=O)Nc1ccc(S(=O)(=O)Nc2ccccn2)cc1	15	-0.3	-2	-1	-1	-2	-11	1	-3.1	-3
Cc1ccc(F)c([C@H]2C3C=CCC(c4ccccc4)C3C(=O)N2Cc2ccccc2)c1 (stereo partly specified)	21	-3.1	-5	-8	0	-2	-1	8	-1.9	-6
Cc1cccc(C)c1OCCN1C(=O)NC(C)(c2ccccc2)C1=O (stereo unspecified)	-1	-0.9	-2	-1	-1	-6	2	3	-0.7	-2
c1ccc(OCCOCCSc2ncccn2)cc1	-3	-0.1	-2	/	1	5	-2	28	-2.1	-2
Cc1cc(Nc2cc(C)on2)n2ncnc2n1	-15	0.9	0	2	-4	-2	-21	-1	0.9	1
CC(C)(C)c1ccc(O)c(O)c1	-2	2.1	1	-2	1	5	-14	-2	-1.7	-5
Cn1c(=O)c2c(nc(-n3ccnc3)n2Cc2ccc([N+](=O)[O-])cc2)n(C)c1=O	3	-1.0	-1	-1	-2	-5	-17	-9	-1.6	-3
COc1ccc(-c2noc(CSc3ccc(C)cc3)n2)cc1	2	-0.1	-1	/	7	0	14	-1	-1.5	/
CCCOc1ccc(-c2c(C(=O)N/N=C/c3ccsc3)nnn2-c2nonc2N)cc1	-9	-1.0	2	-1	-2	20*	-12	4	-2.9	-5
NC(=O)CCS(=O)(=O)CCN1CCCCC1	4	0.6	3	/	-8	-37	5	8	-0.2	0
O=C(O)C1CCCN1S(=O)(=O)c1ccc2ccccc2c1 (stereo unspecified)	17	-0.2	-6	-7	6	-6	0	/	-0.1	0
CCCCNC(=S)NNC(=O)c1csc2c1CCC(C)C2 (stereo unspecified)	-4	0.8	-1	/	4	-3	-7	-2	-0.8	/
CN(Cc1ccccc1)C(=O)c1cccc(NC(=O)Cc2ccc(NC(=O)C3CCCN(C(=O)C4CC4)C3)cc2)c1 (stereo unspecified)	7	-2.2	1	3	-2	-8	7	2	-1.0	-4
COc1cccc(-c2nc(CS(=O)CC(=O)NC(C)CCc3ccccc3)c(C)o2)c1 (stereo unspecified)	-3	-1.0	1	1	3	-11	8	-10	-1.3	-1
Cc1cccc(NC(=O)[C@@H](NC(=O)[C@@H]2Cc3ccccc3CN2)C(C)C)c1	12	-3.3	1	0	0	-8	1	1	-0.8	/
CC1CN(S(=O)(=O)c2cccc(C(=O)NCCCn3ccnc3)c2)CC(C)O1 (stereo unspecified)	8	-0.3	-1	-2	4	-4	-4	-10	-1.6	0
Cc1ccc(-c2nc(N)n(S(C)(=O)=O)n2)cc1	3	3.0	0	/	3	-1	3	13	-0.4	-1
Cc1ccc(C2C(C(=O)c3sc(C)nc3C)=C(O)C(=O)N2CCN(C)C)o1 (stereo unspecified)	3	-1.1	2	-2	-3	-5	-4	-1	-2.5	-3
Nc1cc(C2CCCC2)nn1-c1ccccc1	6	0.0	2	/	-7	-2	-2	44	-0.6	0
Cc1cccc(NC(=O)NCc2ccc3c(c2)OCO3)c1	-2	-0.8	1	13	-2	1	-4	45	-2.4	-4

Some of the entries above in another layout:
canonical_smiles | Rtt109 HAT inh | CDK5 inh | V-ATPase pHluor | Wnt bcat act | cardiac RTF act | dFosB activator | Tat export inh | MITF TRPM1 HTS | CAL PDZ FP-1 | CAL PDZ FP-2
Cc1cccc(C)c1OCC(=O)Nc1ccc(S(=O)(=O)Nc2ccccn2)cc1 | 15 | -0.3 | -2 | -1 | -1 | -2 | -11 | 1 | -3.1 | -3
O=C(O)C1CCCN1S(=O)(=O)c1ccc2ccccc2c1 (stereo unspecified) | 17 | -0.2 | -6 | -7 | 6 | -6 | 0 | / | -0.1 | 0

(continued)
SMILES	Rtt109 HAT inh	CDK5 inh	V-ATPase pHluor	Wnt bcat act	cardiac RTF act	dFosB activator	Tat export inh	MITF TRPM1 HTS	CAL PDZ FP-1	CAL PDZ FP-2
CCC1CCCCN1C(=O)c1ccc(OC2CCN(C(=O)CCOC)CC2)cc1 (stereo unspecified)	-2	-1.1	2	3	1	-18	-2	2	0.5	1
O=C1C2C3C=CC([C@@H]2C(=O)N1Cc1cccnc1)C31CC1 (stereo partly specified)	8	0.9	0	-3	-2	6	-4	-5	-1.2	-1
COC(=O)CSc1nc(-c2cccs2)ccc1C#N	-17	1.1	-3	28	5	-15	9	63	/	2
O=C(Nc1ccc2c(c1)OCO2)c1cc(-c2ccc(O)cc2)on1	-8	-2.0	0	21	1	?	-13	77	-1.4	-7
COCCNC(=O)c1ccccc1NC(=O)c1ccc(Cl)c(S(=O)(=O)Nc2ccc(C)cc2C)c1	4	-0.1	1	/	-2	-9	0	-8	-2.3	-9
CC(=O)NS(=O)(=O)c1ccc(NC(=O)CCC2CCCC2)cc1	-5	-0.7	0	/	-4	-2	-6	-10	/	-4
CC(=O)Nc1ccc(NC(=O)c2cc(C)nn2-c2ccccc2)cc1	3	-2.8	-3	/	4	-2	0	-9	-1.1	3
CSCC[C@H](NC(=O)Nc1ccc(Oc2ccccc2)cc1)C(=O)O	-7	0.8	-1	0	5	4	5	1	-1.3	2
CCOC(=O)N1CCN(C(=O)CSc2nc3c(cnn3-c3ccc(Cl)cc3)c(=O)[nH]2)CC1	-7	-1.0	1	-1	5	-11	-2	-8	-2.3	-7
COc1ccc(N2Cc3cccc(C(=O)N4CCOCC4)c3C2=O)cc1	4	1.9	3	/	5	-4	1	-2	-0.6	1
